# GLP1R inv ag = GLP-1 receptor (human) inverse agonism; P43220; HEK293 GLP-1R CRE-luciferase, luminescence, 24 h; GLP-1R form is constitutively active; Potency, µM (series often up to 38.3 µM), for inactives: at the top dose activity change, negative = inhibition, actives largely listed as inhibitors; 1.6% of 410,000 active; AID 624417; further: potency means the concentration at half of the fitted maximal effect; on the % scale 0 is the no-effect control and ±100 the full control effect; nearly all actives have a fitted effect of over 55% in size
#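 Inverse agonists were sought by their lowering of basal cAMP reporter luciferase output in HEK293 cells stably carrying constitutively active human GLP-1R, after 24 h compound treatment.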
# KB-V1 cytotox = kills drug-selected multidrug resistant KB-V1 cells | KB-V1 MDR cells viability, CellTiter-Glo, 72 h | Potency, µM (highest dose often 46.1 µM), for inactives: at the top dose activity change, negative = cytotoxicity, most hits filed as cytotoxic | 3.4% of 400,000 active | AID 1347076; further: potency means the concentration at half of the fitted maximal effect; on the % scale 0 is the no-effect control and ±100 the full control effect; nearly all actives have a fitted effect of over 60% in size
#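 Readout: CellTiter-Glo luminescence, 10 min after addition. Cells: KB-V1 MDR subline, 72 h at 37 degrees C with compound. Analysis: corrected, normalized data fitted to concentration-effect curves.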
# aSyn yeast inh = rescues yeast growth from alpha-synuclein toxicity | AID 652106 | Yeast expressing alpha-synuclein, growth rescue, BacTiter-Glo, 24 h | Potency, µM (doses to about 46.1 µM), inactives show at the top dose growth rescue (activation), hits mostly activators | 0.14% of 370,000 active; further: potency means the concentration at half of the fitted maximal effect; % of control where 0% means no effect; nearly all actives have a fitted effect of over 65% in size
#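 Readout is rescue of growth in alpha-synuclein-expressing yeast, so inhibitors of toxicity appear as activators. Growth after 24 hr at 30 deg C in galactose medium is quantified by luminescence.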
# TDP-43 yeast inh = rescues yeast growth from TDP-43 toxicity; 1.8% of 410,000 active; AID 652104; TDP-43 expressing yeast growth rescue, BacTiter-Glo, 24 h; Potency, µM (series often up to 46.1 µM), for inactives: top-dose growth rescue (activation), usual class: activators; further: potency means the concentration at half of the fitted maximal effect; % of control where 0% means no effect; nearly all actives have a fitted effect of over 50% in size
#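 In this qHTS, compounds that restore growth of yeast expressing TDP-43 appear as activators. Cells (OD600=0.02, galactose medium, raffinose-pregrown) are incubated with compound 24 hr at 30 deg C and growth is quantified by BacTiter-Glo.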
# D3 ag = activates the human D3 dopamine receptor | P35462 | D3R DiscoveRx beta-arrestin cells, luminescence, 90 min | max activation, % | 0.58% of 410,000 active | AID 652048; in the data active means max activation above about 30%; further: 0% is about no effect; mostly tested at two doses, the higher about 12 µM
# Target sequence (P35462 whole entry, looked up): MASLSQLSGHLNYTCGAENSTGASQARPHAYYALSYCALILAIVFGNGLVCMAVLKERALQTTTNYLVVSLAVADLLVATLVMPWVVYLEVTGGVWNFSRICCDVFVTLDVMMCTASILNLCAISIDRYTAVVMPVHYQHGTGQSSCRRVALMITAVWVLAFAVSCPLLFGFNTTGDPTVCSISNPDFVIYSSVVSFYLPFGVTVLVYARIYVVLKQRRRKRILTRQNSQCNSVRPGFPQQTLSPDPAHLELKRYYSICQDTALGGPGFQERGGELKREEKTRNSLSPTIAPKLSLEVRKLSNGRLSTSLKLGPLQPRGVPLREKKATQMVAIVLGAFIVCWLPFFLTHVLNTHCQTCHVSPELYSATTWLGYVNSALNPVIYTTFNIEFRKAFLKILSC
#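 Agonist mode: compounds and dopamine controls were applied to plated cells for 90 min at 37 degrees C after an overnight attachment at 1500 cells/well. Luminescent read-out followed 30 - 60 minutes at room temperature with DiscoveRx detection reagent.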
# GLP1R ag = activates the human GLP-1 receptor | HEK293 GLP-1R CRE-luciferase, luminescence, 4-6 h; cells express a hypersensitive GLP-1R form | 0.007% of 380,000 active | Potency, µM (titrated, usually from 45.6 µM), for inactives: at the highest dose activation, most hits filed as activators | P43220; further: potency means the concentration at half of the fitted maximal effect; % of control where 0% means no effect
# PTHR1 agonist = agonists of human PTHR1 parathyroid hormone receptor. AID 743266. Potency, µM (titrated, usually from 115 µM), for inactives: top-dose activation, most hits filed as activators. Q03431. HEK293 GP2 PTHR1 cells, GloSensor cAMP luminescence, 1 h. 0.075% of 410,000 active; further: potency means the concentration at half of the fitted maximal effect; nearly all actives have a fitted effect of over 55% in size; some results filed as inactive show a strong effect at the top dose; inactives centre near -15; many of its hits are not listed in these tables
# Target sequence (Q03431 whole entry, looked up): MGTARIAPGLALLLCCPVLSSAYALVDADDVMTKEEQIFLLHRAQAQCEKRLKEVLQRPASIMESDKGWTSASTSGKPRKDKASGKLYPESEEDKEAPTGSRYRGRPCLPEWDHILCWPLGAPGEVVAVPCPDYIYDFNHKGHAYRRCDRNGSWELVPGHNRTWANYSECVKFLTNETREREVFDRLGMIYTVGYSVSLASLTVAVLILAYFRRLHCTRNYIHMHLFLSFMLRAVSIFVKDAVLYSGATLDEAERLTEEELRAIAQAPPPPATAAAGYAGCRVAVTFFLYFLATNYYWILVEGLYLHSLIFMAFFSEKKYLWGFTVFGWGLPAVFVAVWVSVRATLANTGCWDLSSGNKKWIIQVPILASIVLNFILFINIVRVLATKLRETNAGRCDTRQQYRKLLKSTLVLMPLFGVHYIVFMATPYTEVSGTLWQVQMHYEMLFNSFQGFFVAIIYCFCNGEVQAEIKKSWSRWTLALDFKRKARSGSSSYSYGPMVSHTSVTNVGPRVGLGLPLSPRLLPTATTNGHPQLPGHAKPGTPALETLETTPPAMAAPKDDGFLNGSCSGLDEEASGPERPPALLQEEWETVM
#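 HEK-293-derived GP2 cells expressing PTHR1 and a GloSensor cAMP reporter, 3,000/well, plated overnight, given luciferin plus IBMX (each 0.5 mM as added) for 1 h at 37 °C, then compound for 1 h at 37 °C. Luminescence was read after 15 min at room temperature.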
# DRD3 antagonist = blocks the human D3 dopamine receptor. D3R cells, DiscoveRx beta-arrestin luminescence, antagonist mode; hits give low values. max response, negative = inhibition, %. AID 652054. 2.5% of 360,000 active; in the data active means max response below about -50%; inconclusive means no clear call, values can overlap the other calls; further: on the % scale 0 is the no-effect control and ±100 the full control effect; mostly tested at two doses, the higher about 12 µM
#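 Cells plated overnight at 1500 cells/well, then exposed to library compounds with dopamine controls for 90 minutes at 37 degrees C. DiscoveRx reagent added for 30–60 minutes at room temperature; luminescence read, quantitative HTS format.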
# GLP1R cytotox = cytotoxicity in counter-screen for GLP-1R inverse agonists. AID 624418. HEK293 cAMP-luciferase reporter cells, luminescence, 24 h. Potency, µM (top dose mostly 38.3 µM), for the others: at the highest dose activity change, negative = inhibition, usual class: inhibitors. 0.13% of 410,000 active;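 further: loss of luciferase light is scored as toxicity; potency means the concentration at half of the fitted maximal effect; on the % scale 0 is the no-effect control and ±100 the full control effect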
#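 Compound-treated cells are incubated 24 hr at 37 deg C under 5% CO2 after a 12 hour attachment period, then luciferase detection reagent is added and luminescence is measured following 12 min at room temperature; lowered signal indicates toxicity.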
# * hit, by the source's call; i = inactive; ? = inconclusive; . = no result given; & = joins results of further samples; [ ] = another dose, or the depositor's remark. Unless noted, the call rests on the fitted dose curve; in most records, active means well fitted curve in the direction sought with a large enough effect; inconclusive means small, poorly fitted or top-dose-only effect, or another doubt; inactive means no such curve, though single readings can be large; an effect the other way counts as inactive or inconclusive. Only part of the results is shown, so the mix of outcomes need not match the whole.
# The line under a structure holds: GLP1R inv ag | KB-V1 cytotox | aSyn yeast inh | TDP-43 yeast inh | D3 ag | GLP1R ag | PTHR1 agonist | DRD3 antagonist | GLP1R cytotox
CCOC(=O)C1CCN(C(=O)c2cccc(S(=O)(=O)N3CCCc4ccccc43)c2)CC1
    ? | ? | 2% | 0% | -17 | 12% | -45%[inhibitor] | ? | -8%
O=C(Cn1ccccc1=O)Nc1ccc(Cl)c(S(=O)(=O)N2CCCCC2)c1
    0% | -19% | -9% | 12% | 0 | 12% | -27% | -2 | 6%
c1ccc(COc2ncnc3c2ncn3CCCNCc2ccc3c(c2)OCO3)cc1
    ? | 7% | 2% | 11% | 2 | 2% | i | 26 | 7%
COc1ccc(NC(=O)CCCc2nnc3n(CCC(C)C)c(=O)c4sccc4n23)c(OC)c1
    2% | . | . | 10% | -15 | . | -20% | . | 5%
COc1ccccc1N1C(=O)CC(c2ccccc2)CC1=O
    0% | -19% | -7% | 4% | -18 | -4% | 5% | -8 | -24%
CCN(CC)S(=O)(=O)c1ccc(NC(=O)CN(c2ccc(OC)cc2OC)S(C)(=O)=O)cc1
    -4% | 5% | 5% | 3% | 1 | 0% | -3% | -14 | -14%
Cc1cccc(N(C)C(=O)CN2C(=O)COc3ccc(S(=O)(=O)N4CCCCCC4)cc32)c1
    ? | 11% | -6% | 3%&22% | 0&1 | 8% | -8% | -16 | -15%&0%
COCCCn1c(SCc2nnc(-c3ccc(OC)c(OC)c3)o2)nc2ccccc2c1=O
    216%[activator] | ? | ? | -2% | 30 | 13% | -41%[inhibitor] | 40 | -22%
COc1ccc(NC(=S)Nc2ccc(S(=O)(=O)N3CCCCC3)cc2)cc1
    13% | 0% | -4% | 18% | -4 | -6% | i | -3 | -1%
CC(C)c1ccc(S(=O)(=O)c2cn(CC(=O)Nc3ccc(F)cc3)c3ccccc3c2=O)cc1
    10% | ? | . | 14% | 6 | -2% | i | . | 3%
O=C1C(Cl)=C(NCC2CCCO2)C(=O)N1CCc1ccccc1 (stereo not given)
    0% | 0% | 4% | -1% | -18 | ? | -24% | -20 | 27%
OCc1cn(-c2ccccc2)nn1
    -9% | 17% | 0% | -4% | 4 | 10% | i | 2 | -8%
O=[N+]([O-])c1ccccc1S(=O)(=O)Nc1ccn(Cc2c(F)cccc2Cl)n1
    14% | -16% | 3% | 3% | 1 | -1% | i | 8 | -4%
Cc1ccc(S(=O)(=O)Nc2nc3ccc(S(=O)(=O)N4CCCC4)cc3s2)cc1
    0% | 16% | -3% | -8% | 7 | 7% | -15%[57.5 µM] | 14 | -42%
Cc1cc(C(=O)NNC(=O)C2CCCC2)c(C)o1
    6% | 9% | -3% | -16% | -4 | 2% | -16% | 2 | 9%
O=C(Cn1nnc(-c2ccccc2F)n1)NCCc1ccccc1
    -15% | 3% | 5% | 14% | 5 | 4% | i | 20 | 3%
CCOc1ccc(OCC)c(NS(=O)(=O)c2cc(-c3cnc(C)o3)ccc2OC)c1
    4% | 0% | . | 16% | 9 | . | i | . | 6%
CC1CCN(S(=O)(=O)c2ccc3c(c2)c(=O)c(C(=O)NCc2ccc(Cl)cc2)cn3C)CC1
    0% | -12% | . | 9% | -22 | . | -7% | . | 12%
CC(=O)Nc1ccc(S(=O)(=O)NCc2csc(C)n2)cc1
    8% | 11% | -1% | 1% | 4 | -6% | i | 8 | 6%
O=C(NCc1cccs1)[C@@H]1CSC2c3ccccc3C(=O)N21 (stereo not given in full)
    2% | 1% | -5% | 8% | -17 | 0% | i | 1 | -4%
O=C1c2ccccc2C(=O)N1CCSc1nc2ccccc2c(=O)n1CCCN1CCOCC1
    1% | ? | -1% | 7% | 2 | 0% | i | 7 | -3%
Cc1c(C(=O)O)sc(S(=O)(=O)N2CCN(C(=O)Cc3ccccc3Cl)CC2)c1C(=O)O
    11% | 15% | -2% | -20% | 1 | -2% | -11% | ? | 3%
COc1ccc(CCC(=O)NCCOc2ccc(C)cc2)cc1
    1.8µM* | 21% | 8% | 11% | -22 | 2% | i | -21 | -3%
CCCN(C(=O)c1nn(-c2ccc(OC)c(Cl)c2)c(=O)c2c1c1ccccc1n2C)c1ccccc1F
    8% | 12% | . | 2% | -6 | . | -21% | . | 21%
Cc1cc(NC(=O)NN2CCOCC2)nn1-c1c(Cl)cccc1Cl
    11% | 3% | -2% | 0% | -7 | 4% | i | -14 | 21%
O=C(CN1C(=O)NC2(CCCCC2)C1=O)N1CCOCC1
    22% | -4% | -8% | 0% | -3 | 9% | 14% | -22 | -10%
O=C(Cn1nc(CNc2ccc(Cl)cc2)[n+]2c1CCCCC2)c1ccc(Cl)cc1
    -11% | 13% | 6% | 0% | -26 | 1% | -23% | -11 | -4%
O=C(CC(C(=O)O)N1CCOCC1)Nc1ccc(Cl)cc1 (stereo not given)
    -20% | 11% | 3% | -18% | 5 | 0% | i | -12 | -14%
C=C1[C@H](C)CN(S(=O)(=O)C(C)(C)C)[C@H]1CCO
    1% | 0% | 13% | -15% | -9 | 8% | 5% | ? | 2%
Cc1cc2nc3c(=O)n(CCc4ccccc4)c(=O)[nH]c3nc2cc1N
    4% | -2% | -7% | -22%[1.82 µM] | -17 | 9% | -30% | 14 | 238%[activator]
Cc1ccc(CONC(=O)c2cccc([N+](=O)[O-])c2)cc1
    12% | -2% | 5%[1.84 µM] | ? | 4 | -2% | -26% | -5 | 3%
COc1cccc(C(=O)Nc2ccccc2C(=O)NCC2CCCO2)c1 (stereo not given)
    11% | -10% | -12% | 13% | 0 | 12% | -8% | -2 | -2%
C[C@@H](NC(=O)[C@@H]1CCCN1C(=O)[C@@H]1CCCN1C(=O)c1ccccc1)c1ccccc1
    14% | -14% | 1% | 17% | 1 | 4% | -2% | 16 | -4%
Cc1cccc(N/C=C/C(=O)c2ccc(Cl)cc2)c1
    5% | -12% | 17% | -10% | 1 | 1% | -20% | 1 | 2%
CC1CCN(S(=O)(=O)c2ccc(C(=O)OC(C)C(=O)N(C)C3CCCCC3)cc2)CC1 (stereo not given)
    10% | -9% | -6% | -19% | -1 | 8% | -27% | -11 | 7%
O=C1CN(c2nc3ccccc3n3cnnc23)CC(=O)N1CCc1ccccc1
    15% | ? | 0% | 17% | 3 | -1% | -68%[inhibitor] | 40 | 11%
COc1ccc(C(=O)c2sc(Nc3ccc(NC(C)=O)cc3)nc2C)cc1
    66%[activator] | -2% | -10% | 24% | 1 | -1% | -29% | 47 | 11%
CC1CCCC(NC(=O)COC(=O)c2ccc(Br)o2)C1C (stereo not given)
    9% | 5% | 1% | 0% | -1 | -6% | -13% | -12 | 7%
COc1cc(C(=O)Nc2ccc(OCC(=O)O)cc2)cc(OC)c1OC
    0% | 27% | -2% | -1% | -6 | -10% | i | -12 | -3%
CCC1CCC/C1=N\NC(=O)c1ccoc1C (stereo not given)
    5% | 20% | -3% | 10% | 2 | -6% | -1% | 15 | -7%

# Full records, looked up by structure.
# Record of COc1ccc(CCC(=O)NCCOc2ccc(C)cc2)cc1 = GLP1R inv ag = 1.8µM*; KB-V1 cytotox = 21%; aSyn yeast inh = 8%; TDP-43 yeast inh = 11%; D3 ag = -22; GLP1R ag = 2%; PTHR1 agonist = i; DRD3 antagonist = -21; GLP1R cytotox = -3%
# Record of O=C1CN(c2nc3ccccc3n3cnnc23)CC(=O)N1CCc1ccccc1 = GLP1R inv ag = 15%; KB-V1 cytotox = ?; aSyn yeast inh = 0%; TDP-43 yeast inh = 17%; D3 ag = 3; GLP1R ag = -1%; PTHR1 agonist = -68%[inhibitor]; DRD3 antagonist = 40; GLP1R cytotox = 11%

# Later entries:
molecule	GLP1R inv ag	KB-V1 cytotox	aSyn yeast inh	TDP-43 yeast inh	D3 ag	GLP1R ag	PTHR1 agonist	DRD3 antagonist	GLP1R cytotox
Cc1c(NC(=O)C(C)OC(=O)c2cc(-c3cccc4ccccc34)nc3ccccc23)c(=O)n(-c2ccccc2)n1C (stereo not given)	?	9.2µM*	4%	0%	-2	2%	-43%[inhibitor]	17	9%
COc1ccc(C(C)=O)cc1Cn1c(C)c(C(=O)NCc2cccc(C(F)(F)F)c2)sc1=O	?	18µM*	5%	0%	0	8%	i	33	-4%
CCOc1ccc(N(CC(=O)O)S(=O)(=O)c2ccc(OC)c(OC)c2)cc1	17%	3%	11%	-9%	1	-4%	-11%[57.5 µM]	4	3%
N#Cc1c(-c2ccc(Cl)cc2)ccn2nc(CCC(=O)O)nc12	1%	-2%	-1%	-10%	0	2%	i	-15	-6%
COc1ccc(-c2nc3ccccc3c(=O)n2CCOc2ccccc2C)cc1	18%	-12%	5%	23%	-1	-3%	i	5	10%
Cc1ccc(N2CC(O)=C(c3nc4ccccc4c(=O)[nH]3)C2=N)cc1C	19%	-24%	-4%	-6%	-9	6%	-30%	-10	5%

# 3 compounds already listed, ordered by formula weight, high to low.
molecule	GLP1R inv ag	KB-V1 cytotox	aSyn yeast inh	TDP-43 yeast inh	D3 ag	GLP1R ag	PTHR1 agonist	DRD3 antagonist	GLP1R cytotox
COc1ccc(C(C)=O)cc1Cn1c(C)c(C(=O)NCc2cccc(C(F)(F)F)c2)sc1=O	?	18µM*	5%	0%	0	8%	i	33	-4%
Cc1ccc(N2CC(O)=C(c3nc4ccccc4c(=O)[nH]3)C2=N)cc1C	19%	-24%	-4%	-6%	-9	6%	-30%	-10	5%
N#Cc1c(-c2ccc(Cl)cc2)ccn2nc(CCC(=O)O)nc12	1%	-2%	-1%	-10%	0	2%	i	-15	-6%
